# TRPN1 ag – activates the zebrafish TRPN1 channel. actives 0.18% (n = 220,000). activation, % at 3 µM. HEK293 zebrafish TRPN1-YFP, Fluo-8 calcium fluorescence; 100% = response to 87 µM carbachol. AID 1424;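 active = activation above its plate's cutoff, the mean activation of test wells on that plate plus 3 SD, cut at about 19% in these data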;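 note: 0% = DMSO alone and 100% = 87 µM carbachol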
#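 System: zebrafish TRPN1-YFP in HEK293 cells / Dosing: 3 µM single point / Timing: dye loading 1 h at 37 °C, then 30 min room temperature / Signal: Fluo-8 calcium fluorescence, excitation 470-495 nm, emission 515-575 nm / Read-out basis: percent activation from peak over basal fluorescence ratio, control-normalized / Control set: high carbachol 87 µM, low DMSO alone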
# TRPML3 ag – human mucolipin-3 channel agonism | activation, % at 3 µM | actives 0.29% (n = 220,000) | HEK293 TRPML3-YFP, Fluo-8 calcium fluorescence; 100% = the carbachol control signal | Q8TDD5 | AID 1448;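 active = activation above its plate's cutoff, the mean activation of the plate's test wells plus 3 SD, cut at about 12% in these data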;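 note: 0% = DMSO only wells and 100% = carbachol wells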
#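 Test system – HEK293 line with stable expression of human TRPML3-YFP channel · Control set – carbachol 87 µM final as high control (100%), DMSO as low control (0%) · Signal – Fluo-8 calcium dye fluorescence, ex 470-495, em 515-575 nm · Incubation – 1-h 37 °C dye load, 5-s basal, 120-s post-compound reads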
# PPC-1+TRAIL kill – PPC-1 cancer cell killing with TRAIL present; PPC-1 cells + TRAIL, ATPLite viability luminescence; cell killing (% activity), % at 4 µM; actives 0.41% (n = 220,000); AID 1443;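 active = cell killing above 50% in the first pass at 4 µM, then a duplicate retest at 5 µM averaging 50% or more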;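 note: plate controls were cells with TRAIL plus DMSO for no effect and medium-only wells lacking cells for full effect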
# EP2 modulator – modulates human prostaglandin E2 receptor EP2 signaling; P43116; actives 0.83% (n = 260,000); EP2-expressing cells, cAMP HTRF FRET, PGE2 co-stimulation; induction, % at 25 µM;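 active = compounds whose cAMP rise, as percent of the full-agonist control response, exceeds 60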;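 note: rat C6 glioma line stably carrying human EP2 under a CMV promoter; the protocol text gives 20 µM as final concentration; 100% = response of wells given 1 µM PGE2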
# Target sequence (P43116 whole entry, looked up): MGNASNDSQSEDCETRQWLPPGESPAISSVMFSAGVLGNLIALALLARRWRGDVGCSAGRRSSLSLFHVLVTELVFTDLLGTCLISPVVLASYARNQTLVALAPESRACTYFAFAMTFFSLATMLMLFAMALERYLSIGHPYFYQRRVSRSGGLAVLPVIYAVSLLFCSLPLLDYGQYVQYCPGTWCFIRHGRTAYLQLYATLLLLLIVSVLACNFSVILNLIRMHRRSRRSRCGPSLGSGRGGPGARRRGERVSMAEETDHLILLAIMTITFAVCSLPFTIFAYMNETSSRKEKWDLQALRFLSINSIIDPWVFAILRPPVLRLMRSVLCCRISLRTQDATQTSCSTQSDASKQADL
# CHOP inhibitor – CHOP inhibition in unfolded protein response. CHO-K1 CHOP-promoter luciferase, tunicamycin-induced, 15-18 h. inhibition, % at 10 µM. actives 3.8% (n = 220,000);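 active = compounds that reduced the stress-induced luciferase reporter signal by more than about 70% of percent inhibition, limit read from the data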;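 note: 0% = tunicamycin plus vehicle and 100% = wells without tunicamycin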
# NPY Y1 blocker – NPY-Y1 (human) receptor antagonism; HEK293-CNG Y1 cells, membrane potential fluorescence; NPY at EC95, then isoproterenol; inhibition, % at 3.6 µM; actives 1% (n = 200,000);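 active = inhibition above the campaign mean inhibition of all tested compounds plus 3 SD, cut at about 20% in these data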;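 note: 0% = DMSO wells given NPY plus isoproterenol and 100% = isoproterenol alone without NPY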
# Target sequence (P25929 whole entry, looked up): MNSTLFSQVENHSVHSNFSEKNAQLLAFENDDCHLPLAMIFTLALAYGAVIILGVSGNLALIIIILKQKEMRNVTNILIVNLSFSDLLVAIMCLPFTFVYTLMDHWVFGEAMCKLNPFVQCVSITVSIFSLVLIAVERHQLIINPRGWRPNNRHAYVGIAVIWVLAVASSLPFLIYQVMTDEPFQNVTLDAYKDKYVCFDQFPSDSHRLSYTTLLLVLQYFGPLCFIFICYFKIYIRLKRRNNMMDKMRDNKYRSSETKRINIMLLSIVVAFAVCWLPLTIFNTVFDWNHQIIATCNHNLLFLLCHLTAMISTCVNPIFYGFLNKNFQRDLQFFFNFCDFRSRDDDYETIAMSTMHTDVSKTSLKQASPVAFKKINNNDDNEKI
#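 System: HEK293 cells with Y1 receptor plus CNG channel / Probe or stimulus: NPY 25 nM then isoproterenol 1 µM plus Ro 20-1724 25 µM / Compound: one concentration, 3.6 µM, in 0.4% DMSO / Schedule: compound incubation 1 h at room temperature, readout 45 min post-stimulation / Measured by: membrane potential fluorescence / Read-out: % inhibition of NPY effect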
# 14-3-3 Bad PPI – disrupts binding of bovine 14-3-3 zeta to phospho-Bad peptide; TR-FRET 14-3-3zeta/Dy647-pBad peptide displacement, 1 h; actives 0.71% (n = 220,000); inhibition, % at 21.7 µM; P63103;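 active = inhibition above about 70%, limit read from the data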;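 note: 0% = full 14-3-3 plus peptide FRET controls and 100% = background without 14-3-3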
# Target sequence (P63103 whole entry, looked up): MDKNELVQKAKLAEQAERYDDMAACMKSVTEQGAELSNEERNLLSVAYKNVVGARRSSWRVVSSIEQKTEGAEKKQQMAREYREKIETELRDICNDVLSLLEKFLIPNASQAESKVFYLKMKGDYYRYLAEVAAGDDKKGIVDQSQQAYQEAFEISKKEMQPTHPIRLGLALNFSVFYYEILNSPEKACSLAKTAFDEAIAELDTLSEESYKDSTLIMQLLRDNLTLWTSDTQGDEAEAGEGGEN
# NPY-Y1 PAM-ag – potentiators or agonists of human neuropeptide Y receptor Y1. NPY-Y1 expressing cells, potentiator/agonist activation. activation, % at 3.6 µM. actives 0.37% (n = 220,000); in the data active = activation above about 33%, passing the limit was not always enough;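 note: cells stimulated with NPY at EC10 then isoproterenol at EC100; 0% = low agonist plus stimulus and 100% = saturating agonist plus stimulus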
# PGE2 EP2 inh – EP2 receptor (human) inhibition; AID 1422; P43116; actives 0.52% (n = 260,000); C6 glioma cells expressing human EP2, cAMP TR-FRET; cells stimulated with saturating PGE2; inhibition, % at 25 µM;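 active = percent inhibition above 40 after rounding to a whole number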;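 note: rat C6 glioma host cells with rolipram phosphodiesterase inhibitor present; the protocol text gives 20 µM as final concentration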
# * = called active by the depositor; . = no result given; [ ] = another dose, or the depositor's remark. This is a subset (hit frequency here may not be typical).
# Each structure is followed by: TRPN1 ag	TRPML3 ag	PPC-1+TRAIL kill	EP2 modulator	CHOP inhibitor	NPY Y1 blocker	14-3-3 Bad PPI	NPY-Y1 PAM-ag	PGE2 EP2 inh
- CCCC1=C(C(=O)OCC)C(c2cc(Cl)cc(OC)c2OCc2ccccc2)NC(=O)N1 (configuration not stated)
 : 1.8	0.5	-14	15	-20	3	-3[fluorescence artefact?]	25	8
- O=C(c1ccco1)N1CCN(C(=O)c2oc(=O)c3ccccc3c2-c2ccccc2)CC1
 : 1.8	1.0	20	-14	24	1	3	1	1
- O=C(Nc1nc2c(s1)C(=O)CCC2)c1ccccc1
 : 0.4	0.4	42	21	-31	8	2	11	3
- CCC(CO)NC(=O)c1ccccc1C(F)(F)F (configuration not stated)
 : -1.9	0.0	9	3	-7	.	3	10	6
- COc1ccc(C=O)cc1OC(=O)C1(C)Cc2ccccc2C(=O)O1 (configuration not stated)
 : 2.3	0.9	0	-5	-7	-1	0	3	12
- CCN1CCN(CCCNC(=O)Cn2cc3c(n2)CCCC3)CC1
 : 1.3	1.1	20	15	-2	-3	6[fluorescence artefact?]	6	4
- COc1ccc(Cl)cc1-c1nc(-c2ccc(Br)o2)no1
 : 0.4	0.4	15	19	-35	3	12[fluorescence artefact?]	1	.
- O=C(c1cccc(F)c1)N1CCN(C(=O)C2CC2)CC1
 : 1.9	0.6	-6	-7	-2	-2	-7	-3	3
- COc1ccccc1C(=O)Nc1cc2cc(Br)ccc2oc1=O
 : 1.0	1.4	11	2	47	2	2	3	.
- O=c1[nH]nc(-c2ccc(F)cc2)cc1Cc1ccccc1
 : -1.1	-1.1	-3	50	30	.	3	-7	6
- CCOC(=O)c1ccc(CNC(=O)Cn2nnc(-c3cccc(C)c3)n2)o1
 : -1.7	-0.3	21	14	15	5	-10	-6	12
- Cc1cc(CCN2CCC(=O)NC2=S)ccc1OC(C)C
 : -1.1	-0.4	13	-38	14	4	-3	-25	15
- O=c1c2c(-c3ccccc3)csc2nc2n1CCC2
 : -0.1	-0.5	-32	-2	-26	-1	6	3	14
- COc1cccc(C2NC(CCSC)(C(=O)O)C3C(=O)N(C(C)C)C(=O)C23)c1O (configuration not stated)
 : 1.6	0.7	4	6	2	5	2	10	14
- Cc1cnc(C(=O)OCC(=O)NC(=O)NC(C)C)cn1
 : 0.7	0.5	-6	34	77*	-9	-1	8	7
- S=c1[nH]nc(-c2ccc3ccccc3n2)n1Cc1ccccc1
 : 0.3	0.8	17	74*	51	10	-14	-1	7
- CCOc1ccc(Br)cc1/C=N/O
 : -1.7	0.9	19	5	24	1	6	1	5
- COc1ccccc1OC(C)C(=O)Nc1nc(-c2ccc(S(=O)(=O)N3CCOCC3)cc2)cs1 (configuration not stated)
 : 2.1	0.7	5	-5	18	8	-6	-22	6
- O=C(CC1C(=O)NCCN1Cc1cccc(Oc2ccccc2)c1)NCCc1ccncc1 (configuration not stated)
 : -0.2	0.8	18	0	4	4	-9	0	7
- O=C(c1ccco1)N1CCCN(Cc2nc(-c3cccs3)no2)CC1
 : 0.8	0.2	19	-40	9	2	-8	-3	14

# Reprinted from the entries so far for reference:
# Each structure is followed by: TRPN1 ag	TRPML3 ag	PPC-1+TRAIL kill	EP2 modulator	CHOP inhibitor	NPY Y1 blocker	14-3-3 Bad PPI	NPY-Y1 PAM-ag	PGE2 EP2 inh
- CCCC1=C(C(=O)OCC)C(c2cc(Cl)cc(OC)c2OCc2ccccc2)NC(=O)N1 (configuration not stated)
 : 1.8	0.5	-14	15	-20	3	-3[fluorescence artefact?]	25	8
- O=C(c1ccco1)N1CCN(C(=O)c2oc(=O)c3ccccc3c2-c2ccccc2)CC1
 : 1.8	1.0	20	-14	24	1	3	1	1
- O=C(Nc1nc2c(s1)C(=O)CCC2)c1ccccc1
 : 0.4	0.4	42	21	-31	8	2	11	3
- CCC(CO)NC(=O)c1ccccc1C(F)(F)F (configuration not stated)
 : -1.9	0.0	9	3	-7	.	3	10	6
- COc1ccc(C=O)cc1OC(=O)C1(C)Cc2ccccc2C(=O)O1 (configuration not stated)
 : 2.3	0.9	0	-5	-7	-1	0	3	12
- CCN1CCN(CCCNC(=O)Cn2cc3c(n2)CCCC3)CC1
 : 1.3	1.1	20	15	-2	-3	6[fluorescence artefact?]	6	4
- COc1ccc(Cl)cc1-c1nc(-c2ccc(Br)o2)no1
 : 0.4	0.4	15	19	-35	3	12[fluorescence artefact?]	1	.
- O=C(c1cccc(F)c1)N1CCN(C(=O)C2CC2)CC1
 : 1.9	0.6	-6	-7	-2	-2	-7	-3	3

# Further structures.
# Each structure is followed by: TRPN1 ag	TRPML3 ag	PPC-1+TRAIL kill	EP2 modulator	CHOP inhibitor	NPY Y1 blocker	14-3-3 Bad PPI	NPY-Y1 PAM-ag	PGE2 EP2 inh
- CC(=C/c1ccc(C(C)C)cc1)/C=N/NC(=O)c1ccncc1
 : -0.1	0.3	-9	1	-17	3	8	-41	9
- Cc1ccc(S(=O)(=O)N2CCC(=O)N(C(COCc3ccc(Cl)cc3)Cc3ccccc3)CC2)cc1 (configuration not stated)
 : 1.0	-0.1	12	34	33	-2	9	-3	4
- CCCCn1c(CN2CCN(C(=O)OCC)CC2)nc2c1c(=O)n(C)c(=O)n2C
 : 0.9	1.1	5	-5	-23	4	-4	15	2
- Nc1ccc(S(=O)(=O)NNC(=O)C(=O)NNc2ccccn2)cc1
 : 0.8	0.9	23	17	-10	-5	-4	-8	.
- Cc1c(NC(=O)COC(=O)C(c2ccc(Cl)cc2)C(C)C)c(=O)n(-c2ccccc2)n1C (configuration not stated)
 : 0.6	0.7	18	-25	4	-3	8	5	13
- CC(=O)c1c(C)[nH]c(C(=O)OCC(=O)NCCc2ccc(Cl)cc2)c1C
 : 4.4	1.3	14	-25	60	3	-3	10	11
- COc1cc(/C=C2\SC(=S)N(CC(=O)Nc3cccnc3)C2=O)cc(OC)c1OC
 : 2.9	1.0	-3	-5	19	2	-2[fluorescence artefact?]	-2	9
- CN1CCS/C1=C/C=C1\SC(=S)N(CC(=O)O)C1=O
 : 21*	10	21	3	-20	-1	2	10	8
- CCOc1cc(C(=O)N/N=C(\C)Cc2ccc(OC)cc2)cc(OCC)c1OCC
 : -1.3	0.0	-3	-2	-15	-1	1	-11	10
- O=C1C2C(c3cccc(/C=C/c4ccccc4)c3)CC=CC2C(c2ccc(C(F)(F)F)cc2)N1Cc1ccccc1 (configuration not stated)
 : .	.	3	38	-2	.	-2	.	7
- Cc1nc2ccc(NC(=O)c3ccc([N+](=O)[O-])cc3)cc2s1
 : 0.7	0.9	7	-42	11	2	5	4	9
- CCOc1nc(SCCOc2ccc(Cl)cc2Cl)nc(N(C)C)n1
 : -0.5	-1.0	6	49	3	10	6[fluorescence artefact?]	-39	6
- C=CCn1c(SCC(=O)Nc2sccc2C(N)=O)nc2sc(C)c(C)c2c1=O
 : 0.6	0.6	.	-48	22	4	17	-3	10
- COc1ccc(OCc2n[nH]c(=S)n2-c2ccc(C)cc2)cc1
 : 0.6	0.3	.	15	-47	-3	-9	-3	7
- CCOC(=O)c1c(-c2ccccc2)cn2c(C)cc(C)nc12
 : -0.4	0.7	10	5	22	2	-2	-12	6
- CC(C)(C#N)c1cc(Cn2cncn2)cc(C(C)(C)C#N)c1
 : 0.5	-0.5	17	.	3	2	0	16	17
- CC(NC(=O)C1CCC(C(C)(C)C)CC1)C(c1ccccc1)N1CCOCC1 (configuration not stated)
 : -1.7	-0.9	23	13	36	-1	-26	6	13
- CN(Cc1ccccc1)c1nc(N)nc(Cl)c1C=O
 : -0.2	0.3	-16	-14	5	-5	-7	22	10
- CC(C)c1ccccc1NS(=O)(=O)N(C)C
 : -1.1	0.3	28	-35	2	0	56	7	8
- Nc1nnc(C(F)(F)F)s1
 : 1.6	0.4	-10	27	-1	-4	-6	6	11

# The list goes on.
# Field names: A = TRPN1 ag; B = TRPML3 ag; C = PPC-1+TRAIL kill; D = EP2 modulator; E = CHOP inhibitor; F = NPY Y1 blocker; G = 14-3-3 Bad PPI; H = NPY-Y1 PAM-ag; I = PGE2 EP2 inh
> Cc1cc(=O)oc(C)c1C(=O)OCC(=O)c1ccc(Cl)c(Cl)c1
  A = 0.0; B = 0.1; C = 22; D = -20; E = 43; F = 7; G = 12; H = -5; I = 19
> COc1ccc(CN(C(=O)c2cc3ccccc3oc2=O)C2CCS(=O)(=O)C2)cc1 (configuration not stated)
  A = -0.5; B = -0.7; C = 5; D = -3; E = -4; F = .; G = 4; H = 11; I = 10
> O=C(CN(c1ccc(Cl)c(Cl)c1)S(=O)(=O)c1ccccc1)N1CCc2ccccc2C1
  A = -0.1; B = 0.8; C = -14; D = 36; E = 41; F = -1; G = 8; H = -15; I = 7
> C/C(=N\O)c1ccc2c(c1)OCCO2
  A = 1.4; B = 0.7; C = 7; D = 21; E = -9; F = 4; G = -12; H = 17; I = 1
> COCCNC(=O)COC(=O)c1ccc(OCC(=O)Nc2ccccc2OC)c(OC)c1
  A = 1.2; B = 1.2; C = 28; D = -20; E = 26; F = -1; G = -5; H = 2; I = 0
> COCCCNCCOCCOc1ccc(Cl)cc1C(C)(C)C
  A = 1.0; B = 0.8; C = 33; D = -42; E = 14; F = 4; G = 2; H = -15; I = 8
> CC(=O)NC1C(=O)N=C(SCC(=O)Nc2ccc(C(F)(F)F)cc2Cl)NC1=O (configuration not stated)
  A = 0.5; B = 0.7; C = 14; D = 18; E = 1; F = -7; G = -3; H = 2; I = 1
> O=C1c2ccccc2C(=O)N1c1ccc(Cl)cn1
  A = -0.3; B = 1.0; C = 3; D = 8; E = -7; F = 3; G = -1; H = 4; I = 7
> CC(C)c1ccc(OC(=O)NCCO)cc1
  A = -0.7; B = -0.1; C = 3; D = 18; E = 5; F = -1; G = -4; H = -21; I = 7
> CCOC(=O)C1=C2c3cc(OC)c(OC)cc3CC(C)(C)N2C(=O)C1=O
  A = -1.8; B = 0.0; C = 0; D = 31; E = 1; F = -2; G = 6; H = -38; I = 12
> CCc1cc(C(=O)O)c(NC(=O)/C=C/c2ccc(OC)cc2)s1
  A = -0.5; B = 0.0; C = 3; D = 6; E = -11; F = .; G = -4; H = 4; I = 10
> CC(=O)N1CCCc2cc(S(=O)(=O)NC(C(=O)NC3CCCCC3)C(C)C)ccc21 (configuration not stated)
  A = -1.9; B = -0.2; C = 15; D = 25; E = -9; F = -3; G = 9; H = -16; I = 2
> Cc1ccc(C(=O)N(CC(=O)NC2CCCCC2)c2ccccc2C)s1
  A = -1.4; B = 0.7; C = 2; D = 22; E = 22; F = -1; G = -7; H = 17; I = 8
